# PhoP GFP inhibition: Inhibition of PhoP regulon, Salmonella typhi GFP reporter cells, confirmation, 4 h (AID 1850); Salmonella Typhi PhoP-promoter GFP reporter, fluorescence, 4 h; higher % means a stronger effect; inhibition, % at 50 µM; hits with a dose series show IC50 in µM; actives 0.33% (n = 310,000); in the data active = a potency from the dose series; inconclusive = inhibition mostly from about 25% at the one dose, without a potency; inactive = the rest, 99 in 100 with inhibition below about 19%;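 note: 0% = induced wells with vehicle and 100% = uninduced wells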
# H37Rv inhibition: M. tuberculosis growth inhibition, HTS (AID 449762); M. tuberculosis H37Rv growth inhibition, 7H9 media; higher % means a stronger effect; inhibition, % at 25 µM, or IC50 in µM where a hit was titrated; actives 0.59% (n = 330,000); in the data active = a potency from the dose series; inconclusive = inhibition above about 70% without an active follow-up result;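 note: bacterial growth assessed after seven days of incubation; strong numbers were not always called active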
# M. tuberculosis: growth inhibition of non-replicating M. tuberculosis (AID 488890); one-dose inhibition, % at 25 µM; IC50 in µM for titrated hits; Mycobacterium tuberculosis non-replicating, growth inhibition; higher % means a stronger effect; actives 0.39% (n = 320,000); in the data active = a potency from the dose series; inconclusive = inhibition mostly from about 82% at the one dose, without a potency; inactive = the rest, 99 in 100 with inhibition below about 76%;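 note: plate controls were DMSO cells for no effect and high antibiotic wells for full effect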
# VEEV TC-83 Vero: inhibitors of VEEV TC-83 cytopathic effect, confirmation, Vero cells (AID 588727). inhibition, % at 20 µM, or IC50 in µM where a hit was titrated. actives 0.13% (n = 350,000). Vero cells, VEEV TC-83 cytopathic effect inhibition; higher % means a stronger effect; in the data active = a potency from the dose series; inconclusive = inhibition mostly from about 14% at the one dose, without a potency; inactive = the rest, 99 in 100 with inhibition below about 12%; note: strong numbers were not always called active
# H1N1 NS1A inhibition: NS1A inhibition, H1N1 influenza, cell based functional assay (AID 504329) | NS1A functional cell-based assay, percent inhibition; higher % means a stronger effect | inhibition, % at 12.5 µM, or IC50 in µM where a hit was titrated | actives 0.3% (n = 340,000); in the data active = a potency from the dose series; inconclusive = inhibition above about 27% without an active follow-up result; note: strong numbers were not always called active
# VEEV TC-83 Vero 10K pilot screen: recorded beside VEEV TC-83 Vero, whose call it bears; inhibition, %; measured here: 10K pilot screen inhibition
# Active calls of the source: *; i = inactive; u = inconclusive; x = not tested or not shown.
SMILES,PhoP GFP inhibition,H37Rv inhibition,M. tuberculosis,VEEV TC-83 Vero,H1N1 NS1A inhibition,others
Cc1cccc(CC2S/C(=N/N=C/c3ccco3)NC2=O)c1 (stereo not given),13%,40%,56%,0.6%,-5%,
CC(=O)SC(C)CC(=O)NCc1ccccc1 (stereo not given),-7%,-15%,-3%,2.1%,-2%,
COc1ccc(CC(=O)NCC(C)(C)N2CCOCC2)cc1,5%,0%,2%,i,6%,
CC(=O)Nc1ccc(S(=O)(=O)N(C)c2ccc(OCC(=O)OCC(=O)NCc3ccco3)cc2)cc1,6%,-3%,-12%,1.8%,-5%,
CC(=O)c1cccc(NC(=O)c2ccc(S(=O)(=O)N3CC(C)OC(C)C3)cc2)c1 (stereo not given),x,2%,-17%,0.7%,-3%,
COc1ccccc1CNC(=O)CN(C)S(=O)(=O)c1ccc2c(c1)n(C)c(=O)c(=O)n2C,8%,8%,-2%,4.7%,-3%,
O=C(NC1CCCC1)C(c1ccccc1F)N(C(=O)Cc1cccs1)c1ccc2c(c1)OCCO2 (stereo not given),-9%,2%,43%,7.5%,10%,
CCC(=O)c1ccc(OCC(O)Cn2nnc3ccccc32)cc1 (stereo not given),5%,9%,9%,0.2%,11%,
CN(Cc1ccccc1)S(=O)(=O)c1ccc(OCC(=O)Nc2cccc([N+](=O)[O-])c2)cc1,-9%,5%,-17%,0.8%,-1%,
COc1ccc(-c2nc(CN3CCC(c4ccccc4)CC3)c(C)o2)cc1OC,-10%,13%,13%,i,3%,
COc1ccc(S(=O)(=O)N2CCc3ccccc32)cc1OC,5%,16%,20%,0.7%,6%,
Nc1nc(SCC(=O)NCc2ccccc2)[nH]c(=O)c1NC(=O)c1ccccc1F,-17%,-3%,2%,1.1%,-5%,
Cc1ccc(N2C(=O)C3C4C=CC(C4)C3C2=O)cc1 (stereo not given),-9%,-8%,-6%,0.9%,-3%,
Cc1ccccc1-n1c(=O)n(CCc2ccccc2)c(=O)c2[nH]cnc21,-16%,7%,3%,8.4%,8%,
O=C(CCCc1nc2ccccc2s1)NC1CCOC1=O (stereo not given),-2%,3%,-12%,1.1%,0%,
O=S1(=O)CC(O)C(Nc2ccccc2Cl)C1 (stereo not given),-2%,-6%,-9%,1.3%,2%,
Cc1ccccc1-c1nnn(CC(=O)NCc2ccc3c(c2)OCO3)n1,5%,-1%,0%,i,-15%,
CCOC(=O)C(O)(C1C(=O)CC(C)(C)CC1=O)C(F)(F)F (stereo not given),10%,-2%,u,0.8%,8%,
O=C(Nc1ccccc1)N(Cc1cccnc1)Cc1ccco1,-3%,-13%,2%,4.1%,-2%,
COc1ccc(N(C)C(=O)c2ccc3c(c2)nnn3C)cc1,3%,1%,9%,0.2%,-9%,
CCCc1cc(C(=O)Nc2c(C)n(C)n(-c3ccccc3)c2=O)no1,x,-1%,-6%,i,-3%,
CC(=O)Nc1c(C(=O)c2ccc(F)cc2)oc2ccccc12,-10%,11%,7%,1.1%,-7%,
Cc1ccc(-c2csc3ncnc(N4CCN(c5ccccc5O)CC4)c23)cc1,-2%,u,1%,9.8%,9%,
COc1ccc(CCNc2nc(=S)[nH]c3cc(OC)c(OC)cc23)cc1OC,-9%,2%,-25%,9.3%,-1%,
CCCN1CCC[C@@H]2Cc3[nH]ncc3C[C@H]21,7%,40%,0%,1.0%,-6%,

# Arranged by heavy-atom count (low to high): some entries from above
SMILES,PhoP GFP inhibition,H37Rv inhibition,M. tuberculosis,VEEV TC-83 Vero,H1N1 NS1A inhibition,others
O=S1(=O)CC(O)C(Nc2ccccc2Cl)C1 (stereo not given),-2%,-6%,-9%,1.3%,2%,
CCOC(=O)C(O)(C1C(=O)CC(C)(C)CC1=O)C(F)(F)F (stereo not given),10%,-2%,u,0.8%,8%,
CCC(=O)c1ccc(OCC(O)Cn2nnc3ccccc32)cc1 (stereo not given),5%,9%,9%,0.2%,11%,

# (cont.)
SMILES,PhoP GFP inhibition,H37Rv inhibition,M. tuberculosis,VEEV TC-83 Vero,H1N1 NS1A inhibition,others
Cc1c(C(=O)Nc2ccc(C(=O)O)cc2)cnn1C,3%,0%,-15%,1.2%,-6%,
COC(=O)CCCSc1nccn1-c1ccccc1,2%,5%,9%,0.6%,0%,
Cc1cc(C)cc(OCC(=O)Nc2cccc(S(=O)(=O)NC3=NCCC3)c2)c1,x,-2%,x,i,2%,
COC(=O)c1ccc2c(c1)C(C)(C)C(/C=C/c1ccc(O)cc1)=[N+]2C,7%,-8%,28%,i,20µM*,
CN(Cc1ccccc1)S(=O)(=O)c1ccc(Cl)c(C(=O)NCCc2ccccn2)c1,5%,1%,16%,1.2%,-8%,
O=C(O)C1=C(Nc2ccccc2)OCC1=O,15%,4%,-11%,1.5%,0%,
NC(=O)CSc1nc(C23CC4CC(CC(C4)C2)C3)nc2ccccc12,-2%,6%,20%,0.3%,-13%,
CCOC(=O)C1=C(COC(=O)C2(C)CC2(Cl)Cl)NC(=O)NC1c1ccccc1 (stereo not given),2%,4%,15%,i,-9%,
CCOc1ccc(-c2nc(S(=O)(=O)c3ccccc3)c(N3CCC(C(N)=O)CC3)o2)cc1,3%,-5%,8%,1.4%,-11%,
CCCCn1c(=O)c(C(=O)Nc2ccsc2C(=O)OC)c(O)c2ccccc21,-8%,2%,0%,i,9%,
CC1CCC(NC(=O)CCS(=O)(=O)c2ccc3c(c2)NC(=O)CO3)CC1 (stereo not given),1%,1%,4%,4.1%,-2%,
CC(C)(C)c1cc(NC(=O)c2cccc([N+](=O)[O-])c2)no1,4%,6%,6%,1.7%,8%,
CSc1cnc2c(N)nc(N(C)C)nc2n1,-2%,2%,-6%,1.9%,3%,
CCCCNC(=O)CCn1c(=O)c2ccccc2n(CC(=O)N2CC(C)CC(C)C2)c1=O (stereo not given),4%,-8%,-2%,1.4%,-21%,
COc1cc(CNCc2c[nH]c3ccccc23)cc(OC)c1,11%,-1%,6%,0.3%,15%,
CSc1nc(N)nc2c1ncn2Cc1ccccc1,x,x,x,0.3%,-7%,
COc1ccc(NC(=S)Nc2nc(CC(=O)Nc3ccccc3OC)cs2)cc1,10%,-1%,69%,2.0%,-9%,
CN(C(=O)c1cc(COc2ccc(F)cc2Cl)on1)C1CCCc2ccccc21 (stereo not given),-4%,-1%,-2%,1.6%,-1%,
O=C(NC(=S)Nc1ccccc1C(=O)O)c1ccc2ccccc2c1,-1%,0%,u,0.6%,16%,
O=[N+]([O-])c1ccccc1Nc1ccc(O)cc1,8%,17%,9%,0.6%,25%,
O=C1C=C(c2cc(C(F)(F)F)cc(C(F)(F)F)c2)C[C@@H](c2ccc(Cl)cc2)C1,x,9%,-6%,0.1%,6%,
COc1ccc(NCc2ccc(OC)c(OC)c2)cc1,2%,u,66%,x,x,
CCOc1ccc(CC(=O)N2CCC3(CC2)NCCc2[nH]cnc23)cc1,-6%,3%,8%,0.6%,2%,
Cc1ccc(-c2nnc(SCC(=O)NNC(=O)COc3ccccc3C)n2C)cc1,4%,-8%,-27%,1.1%,0%,
CC(C)OCCCNC(=O)c1ccc(Br)cc1,-8%,-6%,80%,4.8%,-8%,

# Continued (4 carried over from the part before).
SMILES,PhoP GFP inhibition,H37Rv inhibition,M. tuberculosis,VEEV TC-83 Vero,H1N1 NS1A inhibition,others
COc1ccc(NCc2ccc(OC)c(OC)c2)cc1,2%,u,66%,x,x,
CCOc1ccc(CC(=O)N2CCC3(CC2)NCCc2[nH]cnc23)cc1,-6%,3%,8%,0.6%,2%,
Cc1ccc(-c2nnc(SCC(=O)NNC(=O)COc3ccccc3C)n2C)cc1,4%,-8%,-27%,1.1%,0%,
CC(C)OCCCNC(=O)c1ccc(Br)cc1,-8%,-6%,80%,4.8%,-8%,
O=C(NCc1nc2ccccc2[nH]1)C1=C[C@@H](c2ccccc2)C[C@@H](OCc2ccc(CO)cc2)O1,17%,23%,16%,0.4%,2%,VEEV TC-83 Vero 10K pilot screen=1.5
CCOC(=O)c1c(C)[nH]c(C(=O)OCC(=O)Nc2ccc(OCC)cc2)c1C,-2%,3%,2%,1.9%,16%,
CCOc1ccccc1C(=O)NCC(=O)OCC(=O)NCCc1ccc(S(N)(=O)=O)cc1,10%,5%,13%,0.3%,-3%,
Cc1c(CC(=O)N2C[C@H]3C[C@@H](C2)c2cccc(=O)n2C3)c(=O)oc2cc(O)c(Cl)cc12,-1%,-5%,-3%,0.9%,5%,
O=C(Nc1ccccc1Oc1cccnc1)C1CCCN(Cc2cccc(Cl)c2)C1 (stereo not given),-17%,14%,x,4.3%,0%,
O=C(c1ccc([N+](=O)[O-])cc1)N1CCN(Cc2ccccc2)CC1,4%,-14%,3%,3.1%,4%,
COc1cccc(/C=C/C(=O)N(C)CC(=O)Nc2ccc(Cl)c(C(F)(F)F)c2)c1,-1%,-5%,-14%,1.1%,-4%,
CCCCn1c(-c2ccc(Cl)c(Cl)c2)nc2cc3[nH]c(=O)c(C(C)C)nc3cc21,-7%,u,40%,1.4%,10%,
Cc1oc(C)c2c(=O)ccc3c(c12)OC(N)=C(C#N)C3c1ccccc1 (stereo not given),-12%,15%,3%,0.9%,7%,
S=C(NCc1ccccn1)Nc1cccc(Cl)c1,-6%,-5%,61%,0.8%,11%,
Cc1cccn2c(=O)c(/C=C(\C#N)C(N)=O)c(N3CCN(c4ccccc4)CC3)nc12,2%,-9%,-4%,6.3%,13%,
CC(=O)CC[N+](C)(C)C,x,x,x,i,-1%,
COc1ccc(C(NC(=O)CN2C(=O)NC3(CCc4ccccc43)C2=O)c2ccccc2)cc1 (stereo not given),x,29%,47%,3.3%,-1%,
Cc1cc(-n2c(C)cc(C(=O)CSc3ccc4c(c3)OCCO4)c2C)no1,-4%,-2%,29%,3.3%,-6%,
Cc1nn(C)c(C(=O)Sc2cccc(Cl)c2)c1[N+](=O)[O-],-2%,1%,u,i,-19%,
O=C1Cc2cccc3cccc1c23,2%,1%,7%,0.8%,-3%,
CCCC1=NN(c2ccc([N+](=O)[O-])cc2)C(=O)/C1=C/N(C)C,13%,7%,17%,0.8%,-3%,
O=C1C=C(c2cccc3c2sc2ccccc23)C[C@@H](c2ccc(Cl)cc2)C1,x,-1%,12%,0.2%,13%,VEEV TC-83 Vero 10K pilot screen=1.9
C=C(C)COc1ccc(-c2n[nH]c(C)c2Oc2ccccc2OC)c(O)c1,-16%,-4%,14%,u,4%,
Cc1ccc(NC(=O)c2cccc(C(=O)Nc3ccc(C)cc3C(=O)O)c2)c(C(=O)O)c1,-4%,12%,9%,i,6%,
Cc1cccc(N2CCN(C(=O)c3ccc(Cl)c(S(=O)(=O)N4CCc5ccccc5C4)c3)CC2)c1C,-2%,25%,21%,4.7%,-1%,
CCOc1ccc(CCNS(=O)(=O)c2cn(C)cn2)cc1OCC,-13%,7%,2%,0.3%,9%,
CCN1CCN(c2c(Cl)cccc2NC(=O)c2cccs2)CC1,-6%,-13%,-9%,1.0%,-8%,
Cc1cc(OC(C)C(=O)NCC2CCC(C(=O)O)CC2)c2c(C)c(Cc3ccccc3)c(=O)oc2c1 (stereo not given),-3%,4%,15%,1.2%,10%,
CC(O)(c1cccs1)C(C(=O)O)c1ccccc1 (stereo not given),x,x,x,11%,-19%,
# (continued)
SMILES,PhoP GFP inhibition,H37Rv inhibition,M. tuberculosis,VEEV TC-83 Vero,H1N1 NS1A inhibition,others
CCCCOc1nc(N)nc(-c2ccccc2)n1,-11%,-20%,-2%,2.7%,1%,
CCc1c(C)nc(SCC(=O)N2CCCCC2)[nH]c1=O,0%,3%,1%,0.3%,18%,
COc1ccc(NC(=O)Cn2nnc(C(=O)NCc3ccc4c(c3)OCO4)c2N)c(OC)c1,-2%,21%,-25%,3.9%,-5%,
COc1ccc(CC(=O)Nc2nncs2)cc1OC,-8%,-6%,-2%,1.3%,5%,
N#Cc1cccc(NC(=O)CCC2CCCC2)c1,4%,-2%,73%,2.8%,-1%,
CC(Nc1cccc(C(=O)NC2CC2)c1)c1nnc(-c2ccccc2)o1 (stereo not given),x,5%,12%,1.3%,-16%,
CC1CCCC(=NNC(=O)C2COc3ccccc3O2)C1 (stereo not given),x,-2%,11%,1.7%,-10%,
O=C(c1cccc(-c2nnc(-c3ccccc3)o2)c1)N1CCCCCC1,-2%,50%,64%,1.1%,4%,
CC(C)C[C@H](NC(=O)N1CCn2c1nc1ccccc12)C(=O)N[C@H](Cc1ccccc1)C(=O)O,18%,-5%,7%,1.6%,-8%,
CCOCCCNC(=S)NCCc1ccccc1,4%,-1%,69%,0.4%,4%,
COc1ccc(SC[C@H](C)CN2CC[C@H](C)CCC2=O)cc1,x,-6%,28%,i,1%,
C/C=C(\C)C(=O)N1CCC(C(=O)c2ccccc2)CC1,-5%,-1%,-5%,i,-33%,

# Assay outcomes from PubChem BioAssay.
